Rtt109 Vps75: C. albicans Rtt109 histone acetyltransferase inhibition; purified Rtt109/Vps75, ThioGlo CoA-SH fluorescence, 4 h; inhibition, % at 34.9 µM; 330,000 compounds, 0.16% hits;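 active = inhibition of at least 50% in every replicate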
Target sequence (Q5AAJ8 whole entry, looked up): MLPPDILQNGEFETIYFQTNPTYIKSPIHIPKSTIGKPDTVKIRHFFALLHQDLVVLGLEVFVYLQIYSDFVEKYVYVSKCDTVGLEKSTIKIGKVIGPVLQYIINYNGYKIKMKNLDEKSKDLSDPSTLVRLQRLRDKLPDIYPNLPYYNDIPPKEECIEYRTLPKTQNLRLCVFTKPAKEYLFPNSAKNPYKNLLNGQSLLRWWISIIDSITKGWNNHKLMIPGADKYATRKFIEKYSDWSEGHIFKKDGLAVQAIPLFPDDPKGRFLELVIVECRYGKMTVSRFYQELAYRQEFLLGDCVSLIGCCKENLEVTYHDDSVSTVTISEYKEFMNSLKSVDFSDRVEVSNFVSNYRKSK
SR-BI DiI-HDL act: enhances SR-BI lipid uptake from DiI-HDL | CHO ldlA[mSR-BI] cells, DiI-HDL uptake fluorescence, 3 h; 100 = double the neutral-control signal | AID 504775 | 320,000 compounds, 0.096% hits | activation, % at 12.5 µM;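 active = mean replicate activation of at least 60% and every replicate at or above 60%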;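 note: 0% = median plate neutral-control signal and 100% = twice that signal; values of inactives mirror those of a sister screen read the other way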
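Test system: SR-BI-overexpressing, LDLR-lacking CHO cells; Also added: labelled HDL, 10 µg/mL; Measured by: bottom-read cell fluorescence after medium removal, ex 550/em 595 nm; Timing: 3 h uptake period with compound, 37 °C; Buffer or medium: F12, 0.5% BSA, 25 mM HEPES; Doses: single compound concentration, delivered by pin transfer.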
dFosB activator: enhances mouse delta FosB homodimer DNA binding; P13346; purified delta FosB, TAMRA-CDK5 oligo fluorescence polarization; percent of positive-control signal above neutral wells; activation, % at 25 µM; 340,000 compounds, 0.99% hits;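 active = mean activation above about 17%, with every replicate also reaching it, limit read from the data, passing the limit was not always enough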;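 note: fluorescence polarization rise as delta FosB binds a TAMRA Cdk5 AP-1 oligo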
CAL PDZ FP-1: blocks peptide binding to human CAL PDZ domain; inhibition, % at 20 µM; AID 504414; Q9HD26; purified CAL PDZ, TMR-peptide fluorescence polarization, 1 h; 330,000 compounds, 0.02% hits;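 active = highest replicate inhibition of at least 40%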;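 note: plate controls were DMSO neutral control wells for no effect and unlabeled competitor peptide control wells for full effect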
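Assay system – tagged CAL PDZ protein CerCALP, purified · Timing – 1 h at RT · Compound – single point, 20 µM · Measured by – fluorescence polarization from S- and P-plane intensities, G-factor corrected · Evaluation – inhibition from polarization loss · Probe or stimulus – TMR reporter peptide T*-PRC34 · Buffer or medium – pH 7.4 phosphate-saline buffer, reducing agent, detergent, IgG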
SR-BI HDL uptake: inhibitors of mouse SR-BI mediated HDL lipid uptake. Q61009. ldlA[mSR-BI] CHO cells, DiI-HDL uptake fluorescence, 3 h. 320,000 compounds, 0.96% hits. inhibition, % at 12.5 µM;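 active = mean replicate inhibition of at least 70% and a set share of replicates each scoring 70 or more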;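 note: 0% = median of neutral control wells and 100% = median of positive control wells; values of inactives mirror those of a sister screen read the other way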
Target sequence (Q61009 whole entry, looked up): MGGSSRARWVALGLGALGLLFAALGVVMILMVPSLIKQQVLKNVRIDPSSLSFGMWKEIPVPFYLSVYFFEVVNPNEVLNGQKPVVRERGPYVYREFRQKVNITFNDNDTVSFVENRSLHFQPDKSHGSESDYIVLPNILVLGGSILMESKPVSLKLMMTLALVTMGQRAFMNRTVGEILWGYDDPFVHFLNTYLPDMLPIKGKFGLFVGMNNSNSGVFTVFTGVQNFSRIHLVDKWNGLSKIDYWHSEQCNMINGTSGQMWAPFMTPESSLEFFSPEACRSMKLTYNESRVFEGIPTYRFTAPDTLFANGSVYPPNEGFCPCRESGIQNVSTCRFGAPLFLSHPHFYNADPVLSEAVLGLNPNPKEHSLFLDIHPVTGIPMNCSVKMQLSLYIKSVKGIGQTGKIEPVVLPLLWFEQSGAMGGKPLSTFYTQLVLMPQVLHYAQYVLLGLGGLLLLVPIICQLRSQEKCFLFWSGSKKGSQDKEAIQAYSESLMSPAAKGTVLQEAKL
NSD2 inh: inhibitors of human histone methyltransferase NSD2 | AID 743445 | 310,000 compounds, 0.54% hits | NSD2 peptide methylation, AlphaScreen, 120 min | inhibition, % at 12.5 µM | O96028; in the data active = inhibition above about 50%
PvdQ acylase: P. aeruginosa PvdQ acylase inhibition. purified PvdQ acylase, fluorescence plate reader. inhibition, % at 10 µM. 340,000 compounds, 0.063% hits. AID 488965; in the data active = inhibition above about 30%, passing the limit was not always enough;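 note: 0% = vehicle neutral wells and 100% = reference inhibitor wells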
CAL PDZ FP-2: inhibitors of human CAL PDZ peptide binding; inhibition, % at 24.9 µM; AID 602252; 300,000 compounds, 0.92% hits; Q9HD26; purified CAL PDZ, TMR-peptide fluorescence polarization, 1 h;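 active = mean inhibition of at least 30% with at least half of replicates also reaching 30%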;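 note: 0% = DMSO neutral control and 100% = excess unlabeled competitor peptide PRC23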
PfHsp90 yeast 2: growth inhibition of yeast expressing Plasmodium Hsp90; S. cerevisiae expressing PfHsp90, BacTiter-Glo ATP, 48 h; yeast lacking PDR1 and PDR3 efflux regulators; inhibition, % at 9.4 µM; 310,000 compounds, 0.32% hits;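 active = every replicate shows inhibition above about 80%, whatever the replicate mean, limit read from the data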;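 note: 0% = DMSO neutral controls and 100% = 20 µM radicicol positive controls; yeast relying on Plasmodium falciparum Hsp90 in place of its own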
MITF act: increases MITF-driven TRPM1 promoter luciferase signal; SK-MEL-5 TRPM1-promoter luciferase, 24 h; % of positive control, neutral wells = 0; activation, % at 12.5 µM; AID 588334; 300,000 compounds, 0.75% hits;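 active = mean activation of at least 80% with every replicate also reaching 80%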;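 note: 0% = neutral control wells and 100% = parthenolide positive control wells; values of inactives mirror those of a sister screen read the other way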
* hit, by the source's call; · = not tested or not shown.

SMILES	Rtt109 Vps75	SR-BI DiI-HDL act	dFosB activator	CAL PDZ FP-1	SR-BI HDL uptake	NSD2 inh	PvdQ acylase	CAL PDZ FP-2	PfHsp90 yeast 2	MITF act
CCN(C[C@H]1N[C@@](C)(C(=O)OC)[C@H]2C(=O)N(Cc3ccccc3)C(=O)[C@@H]12)C(=O)Nc1ccc(F)cc1	10.4	-13.9	-1.4	-0.6	13.9	·	1.3	-6.6	9.5	1.2
CCn1c(SCC(=O)c2ccc(Cl)cc2)nnc1-c1ccoc1C	·	-32.3	-2.3	-1.7	32.3	-4.2	-8.2	-0.9	-4.9	14.4
CC1CCCN(C(=O)CSc2nnc(-c3ccco3)n2C)C1 (configuration not stated)	-3.9	23.3	-13.6	-2.0	-23.3	16.5	4.4	-3.4	13.1	-6.0
NNC(=O)C1=NOC2COC3(CCN(c4ncccn4)CC3)OCC12 (configuration not stated)	-0.3	16.6	8.0	-0.9	-16.6	0.2	0.9	2.6	5.2	-5.1
Cc1ccc(C)c(C2=NNC(=NCc3ccccc3)SC2)c1	-0.4	2.3	-13.7	-0.3	-2.3	-0.7	0.0	0.8	-4.2	7.0
Cc1ccc(NC(=O)Nc2cnccn2)cc1	-1.1	8.4	3.5	0.1	-8.4	-4.5	3.5	-1.1	3.7	53.9
Cc1csc(SCC(=O)Nc2ccc(C)c(F)c2)n1	-1.8	5.2	1.1	-0.2	-5.2	-2.6	3.4	-2.5	-1.2	48.5
COc1ccc(CNC(=O)C(C)NC(=O)c2cc3ccccc3o2)cc1 (configuration not stated)	13.6	9.7	-0.4	-1.0	-9.7	-0.2	-11.2	-5.9	20.3	-6.0
COc1ccc(C(CC(=O)O)c2ccc3c(c2)OCO3)cc1 (configuration not stated)	-3.5	25.5	6.9	-0.6	-25.5	-0.7	-4.0	·	9.3	15.8
CCOC(=O)N1CCN(C(=O)c2ccc(C)c(S(=O)(=O)Nc3cccc(C)c3C)c2)CC1	6.4	-22.1	-4.0	-3.5	22.1	-1.3	-9.3	-3.5	-27.9	-8.7
COc1cc(C(=O)OCC(=O)NC23CC4CC(CC(C4)C2)C3)cc(OC)c1OC	-5.6	7.2	-5.0	-0.3	-7.2	15.0	-17.3	-3.3	5.8	-3.1
CNC(=O)CSc1nnc(-c2ccccc2F)n1CCc1ccccc1	-4.6	-2.7	-4.0	-2.5	2.7	24.0	-5.2	-0.9	-53.5	-11.0
O=C(C(Cc1ccccc1)n1cccc1)N1CCN(C2CCCCC2)CC1 (configuration not stated)	3.9	-8.7	-1.7	-0.3	8.7	·	-11.7	-1.3	3.9	·
CCOc1ccc(Cc2nc(C)c(CC(=O)N3CCCCC3)c(=O)[nH]2)cc1	1.4	9.9	-6.5	-0.2	-9.9	-1.9	-15.2	3.5	14.8	5.2
O=C(CN(Cc1ccc(F)cc1)C(=O)c1csnn1)NCc1ccccc1	9.4	-4.0	-3.8	-0.7	4.0	19.1	-11.6	-4.8	-5.2	-4.2
O=C(N/N=C/c1cn(CC(=O)N2CCOCC2)c2ccccc12)c1cccnc1	5.6	2.0	4.1	-1.5	-2.0	-1.5	-1.1	-3.4	4.8	·
S=c1[nH]nc(-c2cc(-c3ccccn3)nc3ccccc23)o1	0.5	·	-5.6	-4.7	·	-7.3	-4.3	-3.0	-6.1	-11.8
CCOC(=O)C(=O)N1c2ccccc2C(N(C(=O)C(=O)OCC)c2ccccc2)CC1C (configuration not stated)	-3.2	-4.2	1.5	0.5	4.2	-0.5	-3.6	10.8	3.7	9.7
CCc1ccc(/C=N/NC(=O)c2nnn(-c3nonc3N)c2C(C)C)cc1	14.3	-60.0	-5.3	-2.4	60.0	-6.0	4.1	-0.2	3.6	12.2
CCCC1O[C@@H]2CC3C4CCC5=CC(=O)C=C[C@]5(C)C4C(OC(C)=O)C[C@]3(C)[C@]2(C(=O)COC(C)=O)O1 (some centres not stated)	17.1	1.6	-10.5	-1.3	-1.6	5.8	-1.5	-3.4	12.0	-3.0
CCN(CC)C(=O)CSc1nnc(SC(C)C(=O)NC2CC2)s1 (configuration not stated)	-3.8	-8.8	-1.7	0.0	8.8	-0.7	-8.2	·	10.5	-6.3
O=C(COC(=O)COc1ccccc1F)NCc1ccco1	5.5	17.6	3.7	0.0	-17.6	-0.3	-10.9	-0.3	13.6	-9.8
O=C(CNC(=O)C1CCCCC1)OCC(=O)c1ccc(F)cc1	2.4	1.6	-11.3	-0.9	-1.6	-0.5	4.3	·	0.1	5.5
COc1cc(NC(=S)N2CCN(S(=O)(=O)c3ccccc3)CC2)cc(OC)c1	-2.9	-21.6	1.6	-0.3	21.6	-1.0	-11.7	·	-9.1	-2.9
COc1ccc(-n2cnnc2SCC(=O)N2CCN(c3ccccc3)CC2)cc1	-9.1	12.2	5.6	0.5	-12.2	-0.6	4.6	-0.2	-2.0	3.0
Cc1ccc2oc(C(=O)N(C)CCC(O)c3ccccc3)c(C)c2c1 (configuration not stated)	12.0	10.0	-2.6	0.1	-10.0	3.2	-3.8	0.8	0.9	·
CCN(C(=O)COC(=O)/C=C/c1cccc([N+](=O)[O-])c1)c1ccccc1	-3.2	-40.0	-12.5	-1.7	40.0	-1.1	-6.2	-1.7	·	9.2
CCOC(=O)C1CCCN(S(=O)(=O)c2ccc(S(=O)(=O)N(CC)CC)cc2)C1 (configuration not stated)	-2.2	4.4	2.2	-1.9	-4.4	2.5	-1.3	-6.3	-15.3	-24.4
COc1ccc(-c2cc(-c3n[nH]c(=S)n3-c3cc(OC)ccc3OC)[nH]n2)cc1	22.8	24.5	-2.1	-2.6	-24.5	-0.6	-4.7	-5.7	2.6	-5.2
CNc1nc(C)cc(C)c1S(=O)(=O)c1ccc(Cl)cc1	6.5	-21.8	-0.8	0.7	21.8	3.9	0.8	-1.5	-3.3	-8.9
COc1cc(C(=O)NCc2cccc3ccccc23)cc(Cl)c1OC	6.7	-42.0	-1.6	-2.1	42.0	-2.3	3.4	-2.0	-19.6	4.9
COc1ccc(Cl)cc1S(=O)(=O)Nc1ncn[nH]1	-5.9	·	7.4	-1.8	·	-0.4	-4.2	-0.8	-21.8	1.4
NC(=O)CSc1nc2c(sc3ccccc32)c(=O)n1CCCN1CCOCC1	1.5	23.3	-13.2	·	-23.3	-7.4	-16.0	-8.5	·	·
O=C(NCC1CCCO1)c1cc2c(s1)CS(=O)(=O)C2 (configuration not stated)	-8.7	33.8	-0.3	-1.3	-33.8	0.0	-4.9	-3.7	17.0	-8.5
C/C(=N/NC(=O)c1cn(-c2cccc(C)n2)cn1)c1ccc(C)cc1	5.7	19.1	-12.0	0.9	-19.1	-4.6	14.0	-1.6	6.7	-1.4
CCOC(=O)c1c(NC(=O)COC(=O)c2ncc(Cl)c(Cl)c2Cl)sc(C(=O)N(C)C)c1C	0.6	-18.8	-15.7	-1.9	18.8	-0.9	-11.3	-0.8	·	-13.8
Cc1[nH][nH]c(=O)c1C(c1ccc(-c2ccc(Cl)c(C(=O)O)c2)o1)c1c(C)[nH][nH]c1=O	-31.7	13.6	-6.3	-0.5	-13.6	131.4*	-1.7	3.4	2.1	-2.8
O=C(Nc1cc(Cl)cc(Cl)c1)C(c1ccccc1)N1CCCCC1 (configuration not stated)	9.5	-10.9	0.2	-1.6	10.9	-3.5	-0.9	1.3	-4.2	0.9
Cc1ccc(CC(=O)O/N=C(\N)c2ccncc2)cc1	26.0	11.2	-5.3	-3.4	-11.2	-0.4	2.5	-2.0	0.5	4.3
Cc1ccc(-c2nc(S(=O)(=O)c3ccc(C)cc3)c(SCC(=O)NCC3CCCO3)o2)cc1 (configuration not stated)	-9.2	18.1	-3.7	-2.8	-18.1	-1.0	-9.2	-6.0	16.8	-6.1
CCN1C(=O)[C@H]2[C@@H](c3ccc(C)cc3)N3C(=O)N(c4cccc(Cl)c4)C(=O)[C@@]3(CC)[C@H]2C1=O	-2.1	51.8	-6.6	0.1	-51.9	·	-11.2	-1.6	-4.3	5.5
CCOc1ccccc1NC(=O)c1ccc2c(c1)C(=O)N(CC1CCCO1)C2=O (configuration not stated)	-11.0	-43.9	-1.9	-2.2	43.9	-0.6	5.8	-1.7	-4.3	16.8
Cc1ccc(O)c(NC(=O)C2CC(c3cccc(Br)c3)=NO2)c1 (configuration not stated)	-0.4	13.0	0.8	0.5	-13.0	-0.9	-10.2	0.7	-6.0	3.5
O=C(/C=C/Nc1ccccc1)c1ccc(Oc2ncccn2)cc1	-5.4	13.7	10.1	-2.1	-13.7	-1.3	-18.2	-3.1	2.2	45.6
O=C(CCn1ccc([N+](=O)[O-])n1)Nc1nccs1	-5.9	0.9	-3.6	-0.2	-0.9	-3.3	1.9	3.6	-41.9	-7.2
C[C@@H](NS(=O)(=O)c1cc(Cl)ccc1F)[C@H](O)c1ccccc1	3.2	23.4	-2.7	-1.0	-23.4	·	-3.0	-3.8	-8.2	-9.9
COc1cc(OC)c(NS(=O)(=O)c2c(C)[nH]c(=O)[nH]c2=O)cc1Cl	-8.7	-4.8	2.5	-0.4	4.8	1.6	-9.2	-2.7	-19.2	-7.0
CCN(CC)c1ccc(O)c(C=Nc2ccc(C)c(C)c2)c1	-6.8	4.4	-4.8	0.2	-4.4	3.0	-13.5	-0.9	12.1	27.0
Cc1cc(C)n(CC(C)(O)c2ccccc2)n1 (configuration not stated)	3.9	-0.7	1.7	-0.2	0.7	·	23.7	-0.2	10.9	10.0
NC(=O)c1ccc(NC(=O)C2COc3ccccc3O2)cc1 (configuration not stated)	-3.5	2.9	-2.6	-1.1	-2.9	-1.5	-16.5	·	-8.9	·
O=C(Nc1ccc2c(c1)N(S(=O)(=O)c1cccs1)CCC2)c1c(F)cccc1Cl	2.9	-40.8	0.7	-2.0	40.8	-1.9	-13.3	-7.9	19.6	-4.5
O=C(NCCc1ccccc1Cl)C1CCC(=O)N(C2CCCCCC2)C1 (configuration not stated)	-2.6	-1.7	1.4	-1.9	1.7	-2.8	-0.3	-1.6	14.7	-2.9

Three neighbouring compounds already listed, for reference:
SMILES	Rtt109 Vps75	SR-BI DiI-HDL act	dFosB activator	CAL PDZ FP-1	SR-BI HDL uptake	NSD2 inh	PvdQ acylase	CAL PDZ FP-2	PfHsp90 yeast 2	MITF act
NC(=O)c1ccc(NC(=O)C2COc3ccccc3O2)cc1 (configuration not stated)	-3.5	2.9	-2.6	-1.1	-2.9	-1.5	-16.5	·	-8.9	·
O=C(Nc1ccc2c(c1)N(S(=O)(=O)c1cccs1)CCC2)c1c(F)cccc1Cl	2.9	-40.8	0.7	-2.0	40.8	-1.9	-13.3	-7.9	19.6	-4.5
O=C(NCCc1ccccc1Cl)C1CCC(=O)N(C2CCCCCC2)C1 (configuration not stated)	-2.6	-1.7	1.4	-1.9	1.7	-2.8	-0.3	-1.6	14.7	-2.9

Compound activity: PubChem, Broad Institute
